Screening results (PubChem)
hcGAS lum – blocks human cGAS activity; Q8N884; recombinant h-cGAS, ATP depletion, Kinase-Glo luminescence; inhibition, % at 12.5 µM; actives 0.081% (n = 290,000);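 also: 0% = vehicle reaction and 100% = reaction without DNA for no activity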
Target sequence (Q8N884 whole entry, looked up): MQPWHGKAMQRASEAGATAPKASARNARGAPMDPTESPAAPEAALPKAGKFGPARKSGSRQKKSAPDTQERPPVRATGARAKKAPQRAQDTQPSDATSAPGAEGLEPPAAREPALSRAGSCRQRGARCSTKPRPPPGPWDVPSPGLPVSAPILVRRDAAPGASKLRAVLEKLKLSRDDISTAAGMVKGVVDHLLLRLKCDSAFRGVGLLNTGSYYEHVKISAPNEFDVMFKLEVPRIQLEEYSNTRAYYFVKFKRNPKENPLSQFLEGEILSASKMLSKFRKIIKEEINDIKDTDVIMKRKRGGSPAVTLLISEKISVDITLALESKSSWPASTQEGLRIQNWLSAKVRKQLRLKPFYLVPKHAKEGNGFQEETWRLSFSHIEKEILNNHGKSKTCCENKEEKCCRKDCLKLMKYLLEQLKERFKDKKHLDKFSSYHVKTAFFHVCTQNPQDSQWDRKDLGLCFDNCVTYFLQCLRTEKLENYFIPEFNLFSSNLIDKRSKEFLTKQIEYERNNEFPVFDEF
NPYLR7 agonist – activates Aedes aegypti NPYLR7 receptor | HEK293T NPYLR7/Galpha15, GCaMP6s calcium fluorescence | activation, % at 10 µM | actives 0.15% (n = 270,000) | AID 1259423; in the data active = activation above about 40%;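 also: 0% = vehicle and 100% = reference agonist at the receptor; some compounds past the cut are filed as inactive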
mcGAS inh – blocks mouse cGAS activity | recombinant cGAS, Kinase-Glo ATP depletion luminescence | actives 0.15% (n = 160,000) | inhibition, % at 12.5 µM | Q8C6L5;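 also: 0% = negative control wells and 100% = reference inhibitor with no enzyme activity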
Starred values were filed as active, the others as inactive; / = no result given. Rule as the data show it, unless noted: active = inhibition above about 40%; inactive = the rest.

SMILES	hcGAS lum	NPYLR7 agonist	mcGAS inh
COC(=O)Cn1c(=O)c2c(nc3n(-c4ccc(C(F)(F)F)cc4)c(C)c(C)n23)n(C)c1=O	-8	-2	/
CCCCN(CC)c1ncnc2sc(C)cc12	-5	12	/
Cc1ccc(-c2cn3c(n2)CCC3)cc1	-6	1	/
COc1ncccc1NC(=O)NC1(c2ccc(Cl)cc2)CCC1	-1	-6	/
CC1=NOC(C)(C(=O)N2CCC(O)(c3ccc(C)cn3)CC2)C1 (stereo not given)	-4	4	/
COc1ccc(Cn2cc(C(=O)N3CCCC3c3nc(C(C)C)no3)nn2)cc1 (stereo not given)	-11	7	/
N#CC1C(=N)n2c(s/c(=C\c3ccccc3F)c2=O)=C(C(N)=O)C1c1ccccc1F (stereo not given)	-2	-6	/
Cc1ccc(NC(=O)C2CCN(C3CCN(C(=O)CCC4CCCC4)CC3)CC2)cc1C	-6	/	-4
CCOC(=O)C1CCCN(C(=O)c2cnn(-c3ccccc3C)c2C(F)(F)F)C1 (stereo not given)	1	/	2
CC(C)(C)OC(=O)NCCCCCC(=O)NCCCOc1cccc([N+](=O)[O-])c1	-7	-9	-4
CCCCCOc1ccc(C(=O)O)cc1	-2	-1	-7
O=C(CCNC(=O)c1ccc(F)cc1)NCc1cccc2[nH]ccc12	-6	5	-11
Cc1sc(NC(=O)CCN2C(=O)c3ccccc3C2=O)nc1-c1ccccc1	-4	-3	-4
N#Cc1ccccc1-c1ccc(COc2coc(CN3CCN(C(=O)c4ccc([N+](=O)[O-])o4)CC3)cc2=O)cc1	1	5	-4
O=C(c1ccc(NS(=O)(=O)c2ccccc2)cc1)N1CCN(C2CCS(=O)(=O)C2)CC1 (stereo not given)	-10	1	/
COc1ccc(NC(=O)c2ccc(Nc3nc(-c4ccccc4)c4cc(C)ccc4n3)cc2)cc1	0	-17	0
CSc1nnc(C(C)(C)C)c(=O)n1N=Cc1ccc(Cl)cc1	-4	-2	-4
Cc1cnccc1N1CCCN(C(=O)c2cc(C3CC3)[nH]n2)CC1	-7	12	/
Cn1cc(C(=O)N2CCCC(C(=O)c3ccc4c5c(cccc35)CC4)C2)c(=O)c2ccccc21 (stereo not given)	-6	14	-10
CCOC(=O)c1ccc2c(c1)nc(SCc1ccccc1I)n2Cc1ccccn1	-4	-4	-5
CC(=O)N(CCN(C)C)Cc1nccn1Cc1ccc(Cl)cc1Cl	-2	7	-3
Cc1noc(C)c1S(=O)(=O)N(C)C1CCCCC1C (stereo not given)	-9	11	-15
CCN(C)C(=O)Oc1cccc([C@H](C)N(C)C)c1	-1	-9	-7
C=CCNC(=O)c1ccccc1NS(=O)(=O)N1CCc2ccccc2C1	-8	3	/
C[C@@H]1[C@H]2C[C@@H](C[C@H]1NC(=O)c1ccc(Nc3cccc(C(F)(F)F)c3)nc1)C2(C)C	-6	-9	-3
Cc1cnc(N2CCCC(c3ccccc3)C2)nc1-c1ncnn1C (stereo not given)	-4	10	/
N#Cc1c(SCc2ccccc2Cl)sc2c(=O)[nH]c(=O)[nH]c12	6	-7	8
CCOc1ccccc1/C=C1/SC(=S)N(CC(=O)O)C1=O	2	-7	2
COc1cccc(CN2CCCN(c3nc(Cc4ccccc4)nc4c3c(C)nn4-c3ccc(F)cc3)CC2)c1	-4	1	-5
CCNC(=S)NN=Cc1ccc(C)s1	-6	3	/
COc1ccc(-c2nc(CN3CCCCC3c3cccnc3)c(C)o2)c(C)c1C (stereo not given)	-5	-9	-4
Cc1ccc(C2CC(C(F)(F)F)n3ncc(C(=O)Nc4ccc(C(C)O)cc4)c3N2)cc1 (stereo not given)	-8	1	-8
O=C(CC1(O)C(=O)N(Cc2ccccc2)c2ccccc21)c1ccc2c3c(cccc13)CC2 (stereo not given)	-5	-2	-4
CCc1nn(-c2ccccc2)c(Oc2ccc(F)cc2)c1CN(CC(C)O)C(C)C (stereo not given)	-5	-2	-3
CNCc1cn[nH]c1-c1ccccc1	-7	-11	/
O=C(/C=C/c1ccccc1)N1CCN(c2nc(C3CCCCC3)nc3sc4c(c23)CCCCC4)CC1	-13	/	-10
Cc1ccc(C)c(C(O)c2ncc(-c3cccc4ccccc34)[nH]2)c1 (stereo not given)	-10	-2	/
CCOC(=O)c1c(NC(=O)c2ccc(F)cc2)sc(C(=O)N2CCCCC2)c1C	-4	-8	-4
COC(=O)c1ccc(Oc2cc(C)nc(-n3nc(C)cc3C)n2)cc1	-6	1	/
O=C(O)[C@H]1C[C@@H](O)CCN1S(=O)(=O)c1ccccc1Cl	-8	1	/

4 of the compounds above, with two lines to a compound.
Values in the order: hcGAS lum | NPYLR7 agonist | mcGAS inh
- COC(=O)c1ccc(Oc2cc(C)nc(-n3nc(C)cc3C)n2)cc1
    -6 | 1 | /
- CCc1nn(-c2ccccc2)c(Oc2ccc(F)cc2)c1CN(CC(C)O)C(C)C (stereo not given)
    -5 | -2 | -3
- CNCc1cn[nH]c1-c1ccccc1
    -7 | -11 | /
- Cc1ccc(C)c(C(O)c2ncc(-c3cccc4ccccc34)[nH]2)c1 (stereo not given)
    -10 | -2 | /

(next part)
SMILES	hcGAS lum	NPYLR7 agonist	mcGAS inh
CCCCCCC(=O)Nc1c(-c2ccc(OC)c(OC)c2)nc2ccc(C)cn12	-6	-5	-7
CCOc1cc(-c2cn(S(=O)(=O)c3cccc4nsnc34)nc2N)cc(OCC)c1OCC	-5	13	/
Cc1c(N=Cc2c(O)[nH]c(=O)[nH]c2=O)c(=O)n(-c2ccccc2)n1C	-9	-5	-1
COc1ccc(-c2nc(-c3ccc(F)cc3)c(C)s2)c(OC)c1	-10	0	/
CC(C)c1nnc(SCC(N)=O)n1Cc1ccco1	-6	0	-8
Cc1cc(NC(=O)NC(C)(C)c2nc(C)c(C)s2)no1	-13	-5	/
CCCCN(Cn1nc(-c2ccc(Cl)cc2)oc1=S)C1CCS(=O)(=O)C1 (stereo not given)	-2	11	-5
CN(C(=O)c1cc2cc(F)ccc2o1)C1CCS(=O)CC1 (stereo not given)	-6	-3	-10
Cc1nc2sc3c(c2c2ncnn12)CCCC3	-9	-3	/
CCc1cccc(NC(=O)N(Cc2cccc(OS(=O)(=O)c3cccc(C(F)(F)F)c3)c2)Cc2ccco2)c1	5	-3	1

The list goes on; the last 2 above are carried over.
SMILES	hcGAS lum	NPYLR7 agonist	mcGAS inh
Cc1nc2sc3c(c2c2ncnn12)CCCC3	-9	-3	/
CCc1cccc(NC(=O)N(Cc2cccc(OS(=O)(=O)c3cccc(C(F)(F)F)c3)c2)Cc2ccco2)c1	5	-3	1
Cc1nc(C)c(C(=O)N2CCCC(CCC(=O)N3CCOCC3)C2)s1 (stereo not given)	4	/	0
CC(C)NC(=O)c1cc(=O)c(OCc2ccccc2)cn1C	-13	6	/
COC(=O)[C@@H]1OC(=O)C2OC23[C@@]1(C)CCC1[C@]2(C)C(C[C@@H](O)[C@]13C)C(C)(C)[C@H](OC(C)=O)C[C@@H]2OC(C)=O (stereo not given in full)	-5	/	-5
N#Cc1ccc(NS(=O)(=O)/C=C/c2ccc(Cl)cc2)nc1	-6	-14	/
CCN(CC)c1onc(-c2ccccc2)c1CN(CCCOC)C(=O)c1ccc(OC)cc1	-10	4	-5
CC(C)NC(=O)N(Cc1cccc(Cl)c1)CC1CC(c2ccc(N(C)C)cc2)=NO1 (stereo not given)	-6	21	-9
CN1CC2(CCCN(C(=O)Cn3ccnc3)CC2)OC1=O (stereo not given)	-4	2	/
C1CNCCN1	-5	-8	/
O=c1oc2ccc3ccccc3c2cc1-c1nnc(Nc2cccc(F)c2)s1	-7	-5	-5
Cc1ccc(Nc2nc3nonc3nc2N2CCOCC2)cc1C	-10	-7	-4

Compound profiles, as listed above.
`CC(C)NC(=O)c1cc(=O)c(OCc2ccccc2)cn1C` across the screens: hcGAS lum = -13; NPYLR7 agonist = 6; mcGAS inh = /
`Cc1ccc(Nc2nc3nonc3nc2N2CCOCC2)cc1C` across the screens: hcGAS lum = -10; NPYLR7 agonist = -7; mcGAS inh = -4

Additional entries follow:
SMILES	hcGAS lum	NPYLR7 agonist	mcGAS inh
Cc1cc(C(=O)N2CCC2(C)C(=O)NS(=O)(=O)c2cccc(Cl)c2)nn1C (stereo not given)	-7	3	/
Cc1cc(N2CC34C=CC(O3)C(C(=O)NOCc3ccccc3)C4C2=O)no1 (stereo not given)	-4	-1	/
CCc1nc2ccc(C(=O)N3CCN(C(=O)c4ccco4)CC3)cn2c1N(C)Cc1ccc(Cl)cc1	-3	5	-3
C=CC(C)(O)CN1CCc2nc(Cc3cccc(OC)c3)[nH]c(=O)c2C1 (stereo not given)	-3	-1	-4
Cc1ccccc1Cc1nnc(CN(CC(C)O)c2ccccc2)o1 (stereo not given)	-7	0	/
C=CCN(CC=C)S(=O)(=O)c1ccc(C(=O)Nc2nnc(-c3cc(Cl)ccc3Cl)o2)cc1	-3	10	/
CCOC(=O)C(=O)Nc1ccc(-c2cccc(-c3ccc4c(c3)OCCO4)n2)cc1	-4	-1	-3
O=C(NCC1CCCN(C(=O)c2cnsn2)C1)c1ccc(-c2ccccc2)cc1 (stereo not given)	0	-4	/
COCCNc1oc2c(c1-c1ccc(Cl)cc1)c(=O)oc1ccccc12	1	-7	-7
CC1CN(C(=O)Cc2cc(-c3ccc(F)cc3)on2)CC(C)O1 (stereo not given)	-8	7	-8

Grouped by structure: the compounds so far with a tert-butyl group.
SMILES	hcGAS lum	NPYLR7 agonist	mcGAS inh
CC(C)(C)OC(=O)NCCCCCC(=O)NCCCOc1cccc([N+](=O)[O-])c1	-7	-9	-4
CSc1nnc(C(C)(C)C)c(=O)n1N=Cc1ccc(Cl)cc1	-4	-2	-4

The results go on:
SMILES	hcGAS lum	NPYLR7 agonist	mcGAS inh
CCn1c(C)ccc(C(=O)N(C)CCSc2ccc(C)cc2)c1=O	-3	25	-17
CCCCc1nc(C(N)=O)c2[nH]c(=O)n(-c3ccccc3F)c2n1	-3	14	/
FC(F)(F)c1cccc(-n2c(C3C4CCCCC43)n[nH]c2=S)c1 (stereo not given)	-5	-7	-7
Cc1c(C(=O)N2CCN(c3cccc(C(F)(F)F)c3)CC2)cc(-c2ccccc2)n1-c1ccc2c(c1)OCO2	-10	/	-4
CNc1nc(C)c(C(=O)N2CCC3(CC2)CN(CCN(C)C)C(=O)O3)s1	4	/	0
CN(Cc1csc(-c2ccccc2)n1)C(=O)CC1COCCN1 (stereo not given)	0	-3	/
COc1ccc(N2CCCn3c2nc2c3c(=O)n(CC(C)C)c(=O)n2C)c(OC)c1	-10	-3	/
CN1CCN(CCc2nc3cc(NC(=O)c4ccco4)ccc3n2C)CC1	-12	0	-10
CC(C)N(Cc1cccnc1)C(=O)c1ccc(S(=O)(=O)N2CCCC2)o1	-6	14	-7
CC1C(=O)N(C(=O)c2ccco2)C(C)C(=O)N1C(=O)c1ccco1 (stereo not given)	-3	0	-9
O=C(Cc1cc(-c2ccccc2)on1)N1CCOCC1	-5	7	-7
COc1ccc(OCCCOc2cccc(Cl)c2Cl)cc1	-2	-7	/
Cc1c(C(=O)NCCc2cccc(Cl)c2)cnc2c(-c3c(F)cccc3Cl)cnn12	0	9	-4
CCCCN(C(=O)c1ccc(-c2ccccc2Cl)o1)C1CCS(=O)(=O)C1 (stereo not given)	0	0	0
CN(Cc1cc2n(n1)CCNC2)Cc1n[nH]c2c1CCCCC2	-4	18	/
CCCCOc1ccc(S(=O)(=O)Nc2ccccc2C(=O)NCc2ccc3c(c2)OCO3)cc1	-3	3	-4
O=C(NC1CC1)c1ccccc1N1CCC(NS(=O)(=O)c2ccc(Cl)cc2)CC1	-4	-1	-4
CC(=O)Nc1ccc(CNC(=O)CNCc2ccnc(C)c2)cc1	-5	10	/
CCOC(=O)C1(C)CCN1C(=O)c1cc2ccccc2s1 (stereo not given)	-7	-5	/
Cc1[nH]n(-c2nc(-c3ccc(Br)cc3)cs2)c(=O)c1N=Nc1ccccc1	-5	3	-6
CN1CCN(C(=O)C2(NC(=O)Cc3ccc(Cl)c(Cl)c3)CCCC2)CC1	-7	0	-8
CN(C)c1nc2c(c(=O)[nH]1)CCN(S(=O)(=O)N1CCCCCC1)C2	0	1	/
CC(C)CCNC(=O)C1Cc2cc([N+](=O)[O-])ccc2N2CCN(c3ccccc3C#N)CC12 (stereo not given)	-2	/	-3
CC(C)c1nnc(NC(=O)CSc2nnc(NC(=O)c3c(F)cccc3F)s2)s1	-9	0	-6
COCCN(Cc1c(-c2ccccc2)noc1N1CCOCC1)C(C)=O	1	0	0
Cc1ccc(S(=O)(=O)NCCc2nnc3ccc(SCc4cc(C)ccc4C)nn23)cc1	-5	13	-7
Cc1nc(=O)[nH]c(C)c1CCC(=O)NC(C)C(=O)N(C)C (stereo not given)	-6	6	-14
CC(=O)c1ccc(S(=O)(=O)Nc2ccc(C(=O)N3CCCC3)cc2)cc1	-4	0	-5
CCCCCOc1ccc(C(=O)Nc2nnc(SCC)s2)cc1	2	-5	-5
CNC(=O)c1ccc(NC(=O)N2CCC(c3ccccc3)C2)cc1 (stereo not given)	-9	13	/
CCCC(=O)Nc1sc(SCC(N)=O)nc1-c1ccccc1	-4	-8	-11
CCCCCN(Cc1nc(C(=O)OC)cs1)C(=O)Nc1cc(C(F)(F)F)cc(C(F)(F)F)c1	-6	12	-6
CC(C)Cc1nc(CN(C)C(=O)c2cnnn2-c2ccccc2)no1	4	-2	/
Cc1ccnc(Nc2ccc(N3CCN(C(=O)C4CCCC4)CC3)nn2)c1	-7	7	/
COc1ccc(CCOc2nc(-c3ccc(F)cc3)n(-c3ccc(NC(=O)c4cccc(F)c4)cc3)n2)cc1	-2	-5	-4
O=C(CSc1cccs1)NS(=O)(=O)/C=C/c1ccccc1	0	12	/
